Source: PubChem BioAssay (several laboratories)
FLuc inhib CS – inhibits firefly luciferase, flagging false hits in luciferase inhibition screens | P08659 | ATPLite firefly luciferase biochemical luminescence, 10 min | inhibition, % at 10 µM | 200,000 compounds, 1.5% hits | AID 1006;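 active = inhibition above about 50% when tested at 10 µM, limit read from the data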
Target sequence (P08659 whole entry, looked up): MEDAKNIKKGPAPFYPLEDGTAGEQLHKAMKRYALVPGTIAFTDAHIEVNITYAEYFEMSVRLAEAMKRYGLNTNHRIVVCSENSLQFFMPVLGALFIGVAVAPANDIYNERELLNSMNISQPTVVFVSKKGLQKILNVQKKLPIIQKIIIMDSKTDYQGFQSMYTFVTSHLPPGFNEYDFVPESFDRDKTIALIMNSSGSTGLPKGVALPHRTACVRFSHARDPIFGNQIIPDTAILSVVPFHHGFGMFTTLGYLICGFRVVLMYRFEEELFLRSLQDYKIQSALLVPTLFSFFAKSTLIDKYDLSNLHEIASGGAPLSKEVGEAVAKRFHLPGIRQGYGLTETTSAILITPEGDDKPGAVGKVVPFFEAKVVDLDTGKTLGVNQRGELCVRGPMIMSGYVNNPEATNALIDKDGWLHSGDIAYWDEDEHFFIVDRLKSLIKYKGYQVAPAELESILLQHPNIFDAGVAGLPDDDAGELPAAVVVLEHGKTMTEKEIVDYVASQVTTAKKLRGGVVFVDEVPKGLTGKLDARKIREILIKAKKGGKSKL
DTT redox prof – compounds producing H2O2 with reducing agent – biochemical, NIH compound library profiling, artefact control for MLSCN library redox annotation, primary screen; DTT-dependent redox cycling H2O2, phenol red/HRP absorbance; 100% = 100 µM peroxide control, 0% = buffer; activation, % at 10 µM; 200,000 compounds, 0.03% hits; AID 878;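 active = activation of at least 50% relative to the plate's high and low controls in the primary single-dose screen; inactive = activation below 50%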;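 also: compound incubated with DTT at 0.8 mM final as the reducing agent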
APP 5'UTR act – activates APP 5'UTR luciferase reporter; SH-SY5Y APP 5'UTR luciferase reporter, luminescence; zero percent = DMSO vehicle wells; 190,000 compounds, 1% hits; activation, % at 2 µM;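 active = activation above a set limit, based on mean plus 3 SD of controls, cut at about 140% in these data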; also: values of inactives mirror those of a sister screen read the other way
APP 5UTR inh – APP translation inhibition; inhibition, % at 2 µM; 190,000 compounds, 0.82% hits; SH-SY5Y APP 5'UTR-luciferase reporter, luminescence; AID 1285;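 active = inhibition above a set limit, derived from the sample mean plus 3 SD, cut at about 45% in these data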; also: values of inactives mirror those of a sister screen read the other way
Efa HMGR inh – inhibitors of class II HMG-CoA reductase from Enterococcus faecalis; purified E. faecalis HMGR, NADPH absorbance 340 nm kinetic; inhibition, % at 10 µM; 190,000 compounds, 0.41% hits; AID 1066;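 active = inhibition above a set limit, the median over all tested compounds plus 3 SD, cut at about 9.5% in these data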;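 also: enzyme runs in reverse so mevalonate oxidation gives rising NADPH absorbance; 0% = complete reaction with DMSO and 100% = background rate lacking mevalonate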
Hsp70 act – transcriptional activators of Hsp70; HeLa Hsp70 promoter luciferase reporter, luminescence; scaled: vehicle 0, proteasome-inhibitor control 100%; activation, % at 10 µM; AID 1203; 200,000 compounds, 0.04% hits;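 active = activation above the mean across all tested compounds plus 3 SD, cutoff set per campaign, cut at about 5.5% in these data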;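 also: 100% = MG132 at 30 µM as the positive control and 0% = DMSO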
STAT1 activator – STAT1 signaling activation; 200,000 compounds, 2.6% hits; NIH 3T3 STAT1-luciferase reporter, IFN-gamma, luminescence; 100% = IFN-gamma alone, no compound; activation (% of control), % at 5.5 µM;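 active = activation above the screen-wide mean activation plus 3 SD, cut at about 130% in these data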;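 also: raw ratio to IFN-gamma control signal so 100% means no change and 0% no light; values of inactives mirror those of a sister screen read the other way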
NF-kB expr up – raises NF-kB expression in human neuronal cells | NF-kB reporter expression; hits give high values | 190,000 compounds, 1.6% hits | fold change at 12.5 µM | AID 1239; in the data active = fold change above about 3.3
G6PDH CS – L. mesenteroides G6PDH inhibition counter-screen | Purified L. mesenteroides G6PDH, diaphorase/resazurin coupled fluorescence, 45 min | inhibition, % at 5 µM | 200,000 compounds, 0.12% hits | AID 1020; in the data active = inhibition above about 50%
FLuc act counter – affects firefly luciferase, flagging false hits in luciferase stimulation screens; ATPlite luciferase biochemical, luminescence, 10 min; 0 = ATP-free wells, 1 = DMSO control; activation factor at 10 µM; 200,000 tested, under 10 active; AID 1027;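 active = luciferase activation factor, scaled between plate controls, of at least 2 with compound at 10 µM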
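Material: luciferase plus luciferin reagent, cell-free. Medium: PBS buffer for ATP. Also added: ATP substrate, dispensed from a 10.24 µM working solution in PBS. Doses: test compounds dosed from 2 mM stocks in 100% DMSO. Incubation: 10 min post-reagent at room temperature. Technique: light output (luminescence). Read-out basis: luminescence gain marking luciferase activators.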
* hit, by the source's call; . = not tested or not shown.

Structure,FLuc inhib CS,DTT redox prof,APP 5'UTR act,APP 5UTR inh,Efa HMGR inh,Hsp70 act,STAT1 activator,NF-kB expr up,G6PDH CS,FLuc act counter
CN1CCN(c2ccc(Cl)cc2NC(=O)/C=C/c2cccc(F)c2)CC1,-2,-1.6,5,-5,-1,0.2,102,1.3,-2,1
CC(C)C(=O)Nc1cccc(C(=O)Nc2cc([N+](=O)[O-])ccc2Cl)c1,-6,0.5,-24,24,-2,-0.1,101,0.8,2,1.1
COc1ccc(-c2csc3nc(-c4cccnc4)nc(N4CCC(C(N)=O)CC4)c23)cc1OC,-7,0.2,0,0,3,-0.4,94,0.5,10,1.1
COc1ccc2c(c1)O[C@@H](c1cccc(C(F)(F)F)c1)[C@H](OC(=O)Nc1ccc(OC(F)F)cc1)C2=O,-8,0.7,-10,10,-5,0.0,99,0.88,16,1.1
Cc1c(C(=O)NCc2cccnc2)sc2nc(-c3ccc(F)cc3)cn12,1,0.1,34,-34,-5,-0.4,109,0.95,-22,1
CCCCCOc1ccc(C(=O)C(c2ccccc2)N2CCOCC2)cc1 (centres undefined),-3,0.7,-3,3,-1,-0.3,105,0.94,1,1
Cc1cccc2cc(C#N)c(SCC#N)nc12,-6,-1.8,10,-10,-1,-0.3,116,1.3,2,1.1
CN(C)CCCNc1cn[nH]c(=O)c1Cl,-8,0.0,9,-9,-4,-0.3,105,0.92,5,1.1
CSc1sccc1/C=N/NC(=O)c1ccncc1,7,-0.2,10,-10,1,-0.2,98,1,6,0.9
COC(=O)c1cccc(NC(=O)Cc2ccc(OC)cc2)c1C,-9,0.0,7,-7,-5,-0.1,100,0.86,3,1.1
COC(=O)c1ccc(NC(=O)c2ccccc2CC[N+](=O)[O-])cc1,0,-1.0,15,-14,2,-0.3,105,1.1,1,1
Cc1ccc2c(c1)cc(CN(Cc1ccco1)C(=O)COc1ccccc1)c1nnnn12,1,2.3,-5,5,0,-0.2,101,0.72,3,1
CCCCn1c(N)c(N(CCOC)C(=O)CCc2ccc(OC)cc2)c(=O)[nH]c1=O,1,0.1,-9,10,-5,-0.3,94,1,7,1
COc1cccc(Cn2c(-c3nonc3N)nc3ccccc32)c1,1,2.4,-92,92*,-1,-0.4,99,1,4,1
CCOC(=O)CCc1c(C)c2ccc(OCC(=O)N(CC)CC)c(C)c2oc1=O,-5,0.4,-22,22,3,0.2,98,0.95,-14,1
COCCNC(=O)CN(c1cc(Cl)ccc1OC)S(C)(=O)=O,-5,-5.1,14,-14,-1,0.1,96,1.1,0,1.1
CCOC(=O)CSc1nc2c(cnn2-c2ccc(C)cc2)c(=O)[nH]1,-4,0.6,16,-16,-3,0.1,103,1.2,-2,1
CCC(=O)Nc1ccc(/C(C)=N/NC(=O)c2c(-c3ccccc3Cl)noc2C)cc1,1,-0.6,-5,6,1,-0.4,94,0.99,3,1
CCN(Cc1ccccc1)S(=O)(=O)c1nc2nc(C)c(C)c(C)n2n1,-3,-1.7,8,-8,-2,0.3,99,1.2,0,1
OC1CCCN(c2c3c(nc4cc(-c5cccc(F)c5)nn24)CCCC3)C1 (centres undefined),11,-2.0,60,-60,-5,-0.2,158*,1.3,16,0.9
Cc1cc(=S)cc(C)n1CCO,-3,0.5,4,-4,-3,-0.5,112,0.96,-1,1
CC(CNS(=O)(=O)c1ccccc1)(c1ccccc1)N1CCOCC1 (centres undefined),-6,0.1,-8,8,-3,-0.5,103,1.1,-11,1.1
COc1ccccc1/C=C/CN1CC(C)OC(C)C1 (centres undefined),-6,-0.5,6,-6,0,-0.4,96,1,5,1.1
Fc1cccc(CSc2nnc3ccc(-c4ccncc4)nn23)c1,-8,-0.9,6,-6,-5,-0.2,104,1.2,7,1.1
CN(CC(=O)O/N=C(\N)c1ccc([N+](=O)[O-])cc1)S(=O)(=O)c1ccc2ccccc2c1,-2,0.2,-1,1,-2,-0.3,95,0.87,2,1
Cc1cc(C(=O)N2CCCC(C(=O)c3ccc4ccccc4c3)C2)n(C)n1 (centres undefined),1,-0.2,19,-18,-5,-0.2,95,1,11,1
COc1cc(CN(C2CCCCC2)S(=O)(=O)c2ccc(S(=O)(=O)N(C)C3CCCCC3)cc2)cc(OC)c1OC,-6,0.0,-5,5,-4,0.1,93,0.85,-11,1.1
CN(C(=O)CCc1nnc(CCCCc2ccccc2)o1)C1CCOCC1,-8,-0.1,4,-4,2,-0.3,104,1.2,2,1.1
CCC(C)N(C(=O)c1csnn1)C(C(=O)NCc1ccc(F)cc1)c1ccco1 (centres undefined),-2,3.6,13,-13,-1,0.0,104,0.9,6,1
O=C(O)COc1ccccc1/C=N/NC(=O)c1cccc(S(=O)(=O)N2CCOCC2)c1,6,-0.6,0,0,4,-0.3,99,1,4,0.9

Ordered by value in APP 5'UTR act (highest first): 3 of the compounds above.
Compound | FLuc inhib CS | DTT redox prof | APP 5'UTR act | APP 5UTR inh | Efa HMGR inh | Hsp70 act | STAT1 activator | NF-kB expr up
Fc1cccc(CSc2nnc3ccc(-c4ccncc4)nn23)c1 | -8 | -0.9 | 6 | -6 | -5 | -0.2 | 104 | 1.2
Cc1ccc2c(c1)cc(CN(Cc1ccco1)C(=O)COc1ccccc1)c1nnnn12 | 1 | 2.3 | -5 | 5 | 0 | -0.2 | 101 | 0.72
CC(C)C(=O)Nc1cccc(C(=O)Nc2cc([N+](=O)[O-])ccc2Cl)c1 | -6 | 0.5 | -24 | 24 | -2 | -0.1 | 101 | 0.8

(more compounds)
Structure,FLuc inhib CS,DTT redox prof,APP 5'UTR act,APP 5UTR inh,Efa HMGR inh,Hsp70 act,STAT1 activator,NF-kB expr up,G6PDH CS,FLuc act counter
Cc1cccc(C(=O)N[C@H](C(=O)Nc2cc(S(=O)(=O)N3CCCCC3)ccc2C)C(C)C)c1,-11,0.4,1,-1,-2,-0.3,94,0.98,-8,1.1
COc1cccc2c1OC[C@@H](CO)[C@H]2N(C)C(=O)Nc1ccc(Cl)cc1Cl,-10,-0.9,.,.,2,-0.2,89,0.71,4,1.1
O=C(NCc1ccco1)C1CCN(C(=O)c2cc3sccc3n2Cc2ccc(Cl)cc2)CC1,-2,2.2,0,0,-6,-0.2,93,0.45,4,1
Nc1nc(CN2CCN(c3ccccc3F)CC2)nc(Nc2ccc3c(c2)OCCO3)n1,-8,2.2,-5,5,-1,-0.1,102,0.68,8,1.1
Cc1ccc(CNC(=O)CCC2CCCN(C(=O)c3ccc4c(c3)OCO4)C2)o1 (centres undefined),1,-0.7,-3,3,-5,0.1,96,1.5,7,1
O=C(CSc1ccc2c(c1)OCCO2)NC(=O)NC1CCCC1,1,-1.5,3,-3,-3,-0.2,98,0.99,7,1
Nn1c(Cc2ccccc2F)nnc1SCC(=O)Nc1cccc(S(=O)(=O)NC2=NCCCCC2)c1,-4,-2.1,-1,1,-3,-0.2,95,0.99,2,1
CCOC(=O)c1ccc2c(c1)N(CC(=O)N1CCCCC1)C(=O)C(C)(C)O2,-4,-0.3,23,-23,4,-0.2,100,1.1,2,1
CC(/C=N/NC(=O)Cn1cnc2c1c(=O)n(C)c(=O)n2C)=C\c1ccccc1,-2,-0.4,-6,6,0,0.1,105,1.5,-2,1
COCCn1c(SCc2nc3scc(-c4ccc(Cl)cc4)c3c(=O)[nH]2)nnc1-c1cccc(C)c1,-6,0.6,-5,5,-5,-0.3,95,1.1,-28,1.1
CC(C)(C)NC(=O)C(=O)NNC(=O)c1cccc(F)c1,1,-1.6,17,-17,-5,0.0,109,.,11,1
Cc1ccc(NC(=O)CN(C)C(=O)c2ccc(Cl)c([N+](=O)[O-])c2)cc1,0,0.5,-15,15,-7,0.2,104,0.98,20,1
CCC(=NCc1ccco1)c1c(C(F)(F)F)[nH]n(-c2nc3ccccc3s2)c1=O,18,0.2,17,-17,-3,-0.2,120,0.49,4,0.8
CCOc1c(C(N)=O)c(-c2ccccc2)c2c(=O)[nH]c3ccccc3n12,-2,1.0,6,-6,-8,0.1,105,0.78,6,1
COc1c(Cl)cc(Cl)cc1CNCCNCC(C)O (centres undefined),-3,-3.6,-7,7,-1,-0.5,97,1.1,4,1
O=C(c1ccco1)[C@@H]1[C@@H]2C(=O)N(c3ccccc3)C(=O)[C@@H]2C2c3ccccc3C=CN21 (some centres undefined),-6,-0.2,16,-16,.,-0.5,95,.,36,1.1
Cn1nccc1C(=O)Nc1ccc(Cl)cc1,6,1.9,23,-23,-1,-0.1,120,1.6,4,0.9
O=C(Cn1cnc2sc(-c3ccccc3)cc2c1=O)NCCc1ccccc1,-1,0.4,2,-2,-1,-0.3,93,1.3,4,1
O=C(COC(=O)COc1ccccc1)NCc1ccccc1,-4,-0.2,8,-8,-1,0.0,102,1.2,14,1
O=C1CSC(c2ccc(Cl)cc2)N1C1CCCCC1 (centres undefined),-8,0.0,6,-6,2,0.0,96,1.1,0,1.1
Cc1nn(C(C)C(=O)NCC2CCCO2)c(=O)c2cc3occc3n12 (centres undefined),-5,-0.3,9,-9,-4,-0.3,102,0.98,11,1
CC(NC(=O)Cc1cccs1)C(c1cccs1)N1CCN(c2ccccc2)CC1 (centres undefined),.,0.1,4,-4,.,-0.1,98,.,.,.
O=C(c1ccc(-n2cccn2)cc1)N1CCc2c([nH]c3ccccc23)C1c1ccccn1 (centres undefined),-5,0.8,17,-17,-3,0.0,107,0.49,18,1.1
Cc1ccccc1C(=O)Nc1nncs1,-4,-1.9,4,-4,2,0.1,97,1.5,3,1
Cc1ccnc2c(N3C(=O)C4C5C=CC(C5)C4(C)C3=O)cccc12 (centres undefined),-2,-0.3,7,-7,-8,-0.2,99,0.92,23,1
Cc1cc(C)cc(-n2c(SCC(=O)Nc3cccc(S(=O)(=O)NC4=NCCCCC4)c3)nc3ccccc3c2=O)c1,-6,0.0,-5,4,-2,0.0,98,0.89,-21,1.1
COc1ccc(Br)cc1/C=N/NC(=O)c1cc(Br)ccc1O,-4,-1.4,27,-27,-8,-0.5,103,1.3,-4,1
Oc1ccccc1CNc1cccc2cccnc12,-2,1.4,31,-31,-3,0.4,112,1.8,52*,1
CCN(CC)CCCNC(=S)Nc1ccc(Br)cc1,-3,-0.5,7,-7,1,-0.1,96,1.5,13,1
COc1cc(S(=O)(=O)NCC2CCCO2)c(OC)cc1Cl (centres undefined),-11,0.8,-3,3,0,-0.2,100,1.2,-7,1.1

Continued:
Structure,FLuc inhib CS,DTT redox prof,APP 5'UTR act,APP 5UTR inh,Efa HMGR inh,Hsp70 act,STAT1 activator,NF-kB expr up,G6PDH CS,FLuc act counter
COc1cccc(-c2nc(NCc3ccco3)c3ccccc3n2)c1O,-1,0.1,3,-3,.,-0.2,99,.,0,1
O=C(NCc1ccco1)C(c1ccccc1F)N(CC1CCCO1)C(=O)Cn1nnc2ccccc21 (centres undefined),-16,-3.3,11,-11,-3,-0.3,96,1.1,6,1.2
NC(=S)N/N=C\c1c2ccccc2cc2ccccc12,-2,0.1,6,-6,2,-0.1,104,0.83,-17,1
CSc1ccccc1NC(=O)Cn1ccsc1=N,-12,0.1,25,-25,-1,0.0,101,0.87,3,1.1
S=C(NCc1ccccc1)N1CCCCC1,-7,-1.2,1,-1,-7,-0.2,106,0.93,2,1.1
COC(=O)C(C)(C(=O)OC)c1ccc([N+](=O)[O-])cn1,1,1.4,17,-17,0,-0.1,100,1,2,1
